Bim-Bfl-1: inhibitors of Bim-Bfl-1 interaction, human; Q16548; Bead-based flow cytometry, Bim-Bfl-1 binding inhibition; inhibition, % at 10 µM; actives 0.12% (n = 190,000); AID 1008;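 further: 0% = wells without compound plus tracer and 100% = blocker peptide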
Bim-Bcl-XL: human Bim-Bcl-XL interaction inhibition | Bim peptide-Bcl-XL binding, bead flow cytometry, fluorescence | actives 0.04% (n = 190,000) | Q07817 | AID 1007 | inhibition, % at 10 µM
RGS4-Gao reg: modulates binding of RGS4 to human Galphao | P09471 | Multiplexed bead flow cytometry; actives lie on both sides | binding response (% of control), % at 10 µM | actives 0.33% (n = 220,000) | AID 1415; in the data active means binding response below about 49% or above about 150%; inactive means in between;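 further: fluorescent Galphao activated with aluminum fluoride binding bead-coupled RGS4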
RGS7-Gao: human RGS7-Galphao interaction regulation; P09471; Multiplexed bead flow cytometry, RGS7-Galphao binding; actives lie on both sides; binding response (% of control), % at 10 µM; actives 0.35% (n = 220,000); AID 1439; in the data active means binding response below about 49% or above about 150%; inconclusive means no clear call, values can overlap the other calls; inactive means in between;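 further: fluorescent Galphao held in activated GDP-AlF4 state binding bead-coupled RGS7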
ABCG2 block: blocks JC-1 efflux by human ABCG2 transporter. Q9UNQ0. IgMXP3 cells, flow cytometry. inhibition, % at 6.6 µM. actives 0.1% (n = 190,000). AID 1325;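 active means inhibition above 80%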;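 further: 0% = DMSO and 100% = nicardipine control wells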
Target sequence (Q9UNQ0 whole entry, looked up): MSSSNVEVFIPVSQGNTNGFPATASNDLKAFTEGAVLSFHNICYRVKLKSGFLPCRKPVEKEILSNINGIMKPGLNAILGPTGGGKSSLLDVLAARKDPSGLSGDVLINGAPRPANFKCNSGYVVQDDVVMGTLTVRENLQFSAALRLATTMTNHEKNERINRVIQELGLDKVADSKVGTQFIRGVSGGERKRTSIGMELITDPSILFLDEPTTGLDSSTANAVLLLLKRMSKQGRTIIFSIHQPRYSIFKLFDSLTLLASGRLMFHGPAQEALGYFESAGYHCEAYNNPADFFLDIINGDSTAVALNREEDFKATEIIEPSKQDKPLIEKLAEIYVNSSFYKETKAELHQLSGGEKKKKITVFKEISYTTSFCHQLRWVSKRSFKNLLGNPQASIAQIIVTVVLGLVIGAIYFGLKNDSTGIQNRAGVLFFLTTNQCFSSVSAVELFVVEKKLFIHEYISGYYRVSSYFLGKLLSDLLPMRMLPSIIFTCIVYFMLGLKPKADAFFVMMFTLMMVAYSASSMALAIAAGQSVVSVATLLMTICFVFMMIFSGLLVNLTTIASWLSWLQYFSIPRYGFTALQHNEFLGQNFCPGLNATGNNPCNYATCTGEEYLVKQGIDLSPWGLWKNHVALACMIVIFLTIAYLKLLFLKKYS
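Assay system – ABCG2 IgMXP3 and barcoded ABCB1 CCRF-Adr cell mix · Input – 3 million cells/mL in well · Reagent – JC-1 fluorescent substrate · Compound – single test compound dose, 6.6 µM final · Timing – 10 min exposure at 25 °C with rotation, no wash · Detection – flow cytometry of retained JC-1 fluorescence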
Mcl-1 Bim block: human Bim-Mcl-1 interaction inhibition; Bead-based flow cytometry, Bim peptide-Mcl-1 binding; inhibition, % at 10 µM; actives 0.1% (n = 190,000);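 further: 0% = no compound tracer wells and 100% = peptide blocker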
Target sequence (Q07820 whole entry, looked up): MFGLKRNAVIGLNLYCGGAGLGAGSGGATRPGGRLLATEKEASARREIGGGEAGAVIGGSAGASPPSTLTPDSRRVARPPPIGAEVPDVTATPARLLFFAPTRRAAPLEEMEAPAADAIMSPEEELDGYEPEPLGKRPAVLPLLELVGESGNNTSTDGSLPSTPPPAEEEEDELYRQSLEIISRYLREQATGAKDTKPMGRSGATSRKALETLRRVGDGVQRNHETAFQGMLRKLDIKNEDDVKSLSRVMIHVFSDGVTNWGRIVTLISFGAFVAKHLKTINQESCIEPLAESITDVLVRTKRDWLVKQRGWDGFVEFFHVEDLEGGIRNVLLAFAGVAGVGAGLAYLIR
Bcl-2 Bim block: inhibitors of Bim-Bcl-2 interaction, human; P10415; Bead-based flow cytometry, Bim peptide-Bcl-2 binding; inhibition, % at 10 µM; actives 0.06% (n = 190,000); in the data active means inhibition above about 40%; inconclusive means no clear call, values can overlap the other calls;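 further: 0% = no compound wells with probe peptide and 100% = reference peptide inhibitor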
Bim-Bcl-W: inhibitors of Bim-Bcl-W interaction, human; bead-based flow cytometry, Bim peptide-Bcl-W binding; Q92843; actives 0.02% (n = 190,000); inhibition, % at 10 µM; AID 952;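 further: 0% = bound tracer without compound and 100% = peptide blocker; higher means less fluorescent Bim peptide bound to Bcl-W beads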
Bim-Bcl-B: inhibitors of Bim-Bcl-B interaction, human; bead-based flow cytometry, Bim peptide-Bcl-B binding; Q9HD36; inhibition, % at 10 µM; actives 0.073% (n = 190,000);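 further: 0% = tracer peptide without compound and 100% = reference inhibitor peptide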
ABCB1 inh: inhibitors of human ABCB1 transporter, ABCG2 counter-screen | CCRF-Adr cells, JC-1 efflux, flow cytometry | inhibition, % at 6.6 µM | actives 0.067% (n = 190,000); in the data active means inhibition above about 40%;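 further: 0% = vehicle and 100% = reference inhibitor; higher value means more JC-1 retained so stronger ABCB1 efflux block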
RGS8-Gao reg: modulates binding of RGS8 to human Galphao; P09471; multiplexed bead flow cytometry; actives lie on both sides; response (percent of control binding), % at 10 µM; actives 0.34% (n = 220,000); AID 1423; in the data active means response below about 60% or above about 140%; inactive means in between;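 further: Galphao activated as the GDP aluminium fluoride complex binding bead-coupled RGS8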
* marks the source's active call; other numbers are inactive results; u = inconclusive. Unless noted, no stated cut-off is given here; in the data, active means inhibition above about 40%.

Compound | Bim-Bfl-1 | Bim-Bcl-XL | RGS4-Gao reg | RGS7-Gao | ABCG2 block | Mcl-1 Bim block | Bcl-2 Bim block | Bim-Bcl-W | Bim-Bcl-B | ABCB1 inh | RGS8-Gao reg
O.O.O.O=S(=O)([O-])OC[C@H]1O[C@@H](O[C@]2(COS(=O)(=O)[O-])O[C@H](OS(=O)(=O)[O-])[C@@H](OS(=O)(=O)[O-])[C@@H]2OS(=O)(=O)[O-])[C@H](OS(=O)(=O)[O-])[C@@H](OS(=O)(=O)[O-])[C@@H]1OS(=O)(=O)[O-].[Al] | 0 | 0 | 100 | 102 | 5 | -1 | 3 | 0 | -4 | 1.2 | 102
Cc1ccccc1C1=N/C(=C/c2cccnc2)C(=O)O1 | 2 | 0 | 95 | 91 | 6 | 1 | 0 | 0 | -1 | -0.2 | 104
Cc1cccc2cc(CN(Cc3cccs3)Cc3nnnn3Cc3ccccc3)c(=O)[nH]c12 | 1 | 0 | 95 | 91 | 19 | -1 | -1 | 1 | 0 | 27 | 95
CCC(=O)N1CC23C=CC(CC2CC12CCCCC2)O3 (stereo not drawn) | -12 | -2 | 104 | 102 | 36 | 0 | -9 | 4 | -6 | 0.9 | 104
Cc1nc(/N=C(\N)NC(=O)c2ccccc2)nc2ccccc12 | -11 | 1 | 104 | 100 | 3 | 0 | -9 | 2 | -6 | 0.2 | 101
CCOCCCNC(=O)c1cn(C)c2ccc(S(=O)(=O)N(C)C3CCCCC3)cc2c1=O | 2 | 1 | 70 | 75 | -1 | 0 | 0 | 6 | 3 | -0.2 | 67
Cc1ccc(Nc2ncnc3c2oc2ccccc23)cc1 | -14 | 4 | 86 | 90 | -1 | 1 | -7 | -1 | -5 | -1.9 | 92
CCn1c(=O)c(C(=O)NNS(=O)(=O)c2ccc(Cl)cc2)c(O)c2ccccc21 | -17 | -16 | 98 | 97 | 0 | -8 | -9 | -11 | -12 | -0.4 | 100
CC(=O)/C(=N\Nc1ccccc1Cl)Sc1nnc(-c2ccccc2)n1-c1ccccc1 | -9 | -11 | 98 | 98 | 13 | -7 | -1 | -7 | -3 | 14 | 97
CC(=O)N1CCN(c2nc(-c3cccs3)nc3ccccc23)CC1 | -4 | 0 | 100 | u | 18 | 0 | -1 | 2 | -1 | 4.5 | 101
OC(c1nnc(-c2ccccc2)o1)c1cccs1 (stereo not drawn) | -3 | 0 | 97 | 96 | 0 | -1 | -1 | 0 | 0 | -0.4 | 99
COc1ccc(Cc2nc(-c3ccc(NC(=O)c4cccnc4)cc3)no2)cc1 | 0 | -1 | 89 | 81 | -2 | -5 | 2 | -5 | 0 | -0.4 | 73
CC(c1nnc(SCC(=O)N2CCc3ccccc32)n1-c1ccc(Cl)cc1)N(C)C (stereo not drawn) | -16 | -15 | 100 | 99 | 6 | -3 | -12 | -1 | -10 | 4.3 | 102
CC(C)c1ccc(NC(=O)COC(=O)CSc2nnc(N)s2)cc1 | 14 | 26 | 95 | 96 | -3 | 11 | 6 | 18 | 16 | -0.1 | 90
CCCNS(=O)(=O)c1ccc2c(c1)n(C)c(=O)n2C | -3 | 4 | 102 | 101 | 1 | 3 | 0 | 1 | 0 | 0.1 | 104
Cc1cc(C)c(CSc2ncnc3nc[nH]c23)c(C)c1 | -6 | 2 | 106 | 103 | 1 | -1 | -1 | 0 | -9 | 0.3 | 102
Cc1nnc2n1N=CC=C(C(C)(C)C)S2 | 1 | 0 | 102 | 102 | 0 | 1 | 3 | 2 | 1 | 0.1 | 103
CCCn1nc2cc(C(=O)NCc3ccc(OC(F)(F)F)cc3)ccc2c1OCC | -8 | -4 | 106 | 102 | 6 | 2 | -7 | 3 | -8 | 0.9 | 99
Nc1ccccc1C(=O)N(Cc1ccccc1)Cc1ccccc1 | -3 | -6 | 103 | 97 | 6 | 13 | 0 | -12 | -6 | 2.5 | 102
CC(OCC(O)CN(C)Cc1nc2ccccc2c(=O)[nH]1)c1ccc(Cl)cc1 (stereo not drawn) | 4 | 0 | 107 | 104 | 14 | 0 | 1 | 0 | 0 | 1.6 | 116
Cc1ccc(NC(=O)c2noc3c2CCc2ccccc2-3)cc1 | 2 | -7 | 99 | 105 | 1 | 0 | 1 | -4 | 0 | 0.3 | 99
CC1CCCN(S(=O)(=O)c2ccc(NC(=O)CN3CCN(C)CC3)cc2)C1 (stereo not drawn) | -6 | -3 | 99 | 100 | 0 | 0 | -3 | 0 | -10 | -0.2 | 98
COc1cccc(CN2CCNC(=O)C2CC(=O)NC2Cc3ccccc3C2)c1 (stereo not drawn) | -5 | -2 | 103 | 101 | 1 | 1 | 0 | 0 | 0 | 0.1 | 102
O=C1CN(C(=O)COc2ccc(Br)cc2Br)c2ccccc2N1 | -4 | 1 | 100 | 95 | 3 | 6 | 0 | 0 | -2 | 0.1 | 97
Cc1nn(C(C)(C)C)c(OC(=O)c2ccc3c(c2)OCO3)c1S(=O)(=O)c1ccccc1 | -11 | 0 | 104 | 101 | 2 | -2 | -6 | 0 | -10 | 0.9 | 103
COc1ccc(C(=O)N2CCCC(CCC(=O)NCc3ccc(F)c(F)c3)C2)o1 (stereo not drawn) | -9 | 0 | 106 | 104 | 56 | -1 | -1 | -3 | -2 | 3.9 | 102
Cc1sc2ncnc(SCC(=O)N3CCC(c4noc5ccc(F)cc45)CC3)c2c1C | 8 | 4 | 93 | 97 | 30 | 4 | 8 | 5 | 11 | 15 | 90
C/C(=N\NC(=O)c1ccccc1)c1ccc2c(c1)OCO2 | -6 | -8 | 112 | 113 | 1 | -1 | -5 | 0 | -8 | 0.1 | 105
CCCCSc1nnc2c(n1)OC(C(=O)c1ccccc1)Nc1ccccc1-2 (stereo not drawn) | 0 | 0 | 105 | 99 | 6 | 0 | 2 | 0 | -3 | 2.1 | 106
Cc1ccc2occ(/C=N/NC(N)=S)c(=O)c2c1 | 3 | -8 | 99 | 100 | 8 | -12 | 0 | -6 | -2 | 0.0 | 102

Pulled by compound from the list above (3):
Compound | Bim-Bfl-1 | Bim-Bcl-XL | RGS4-Gao reg | RGS7-Gao | ABCG2 block | Mcl-1 Bim block | Bcl-2 Bim block | Bim-Bcl-W | Bim-Bcl-B | ABCB1 inh | RGS8-Gao reg
COc1ccc(C(=O)N2CCCC(CCC(=O)NCc3ccc(F)c(F)c3)C2)o1 (stereo not drawn) | -9 | 0 | 106 | 104 | 56 | -1 | -1 | -3 | -2 | 3.9 | 102
Cc1cc(C)c(CSc2ncnc3nc[nH]c23)c(C)c1 | -6 | 2 | 106 | 103 | 1 | -1 | -1 | 0 | -9 | 0.3 | 102
Cc1ccc2occ(/C=N/NC(N)=S)c(=O)c2c1 | 3 | -8 | 99 | 100 | 8 | -12 | 0 | -6 | -2 | 0.0 | 102

Going on with the list.
Compound | Bim-Bfl-1 | Bim-Bcl-XL | RGS4-Gao reg | RGS7-Gao | ABCG2 block | Mcl-1 Bim block | Bcl-2 Bim block | Bim-Bcl-W | Bim-Bcl-B | ABCB1 inh | RGS8-Gao reg
O=S(=O)(c1ccc(-c2cn3ccccc3n2)cc1)N1CCOCC1 | -2 | -2 | 95 | 100 | 0 | -1 | 2 | 0 | -2 | 0.3 | 99
O=C1C2C3C=CC(C3)C2C(=O)N1c1nc2ccccc2s1 (stereo not drawn) | -2 | -4 | 100 | 98 | 1 | -1 | -1 | -4 | -3 | 0.6 | 101
COc1ccc(/C=C/C(=O)C2CC2)cc1Cn1nc(C)c([N+](=O)[O-])c1C | -2 | 0 | 92 | 90 | 30 | -2 | 0 | 1 | -2 | 9.9 | 94
O=C(NC(=S)Nc1cc([N+](=O)[O-])ccc1Cl)c1ccccc1 | -9 | -15 | 104 | 97 | -1 | -2 | -8 | -1 | -9 | 0.2 | 102
CC(C)NC(=O)C(=O)NCCCOC(C)C | -3 | -6 | 89 | 100 | 2 | -4 | 0 | -3 | -4 | 0.6 | 102
CCOc1ccc(/C=N/NC(=O)c2cc(-c3cccn3C)n[nH]2)cc1 | -4 | -4 | 101 | 106 | 19 | -4 | -4 | -1 | -5 | 6.4 | 99
COC(=O)c1cn(C(=O)OC)c2ccccc12 | 0 | -1 | 100 | 96 | 6 | -5 | -2 | -3 | -3 | 0.7 | 102
CCOC(=O)COc1c(OC)cc(Cl)cc1C1Nc2ccccc2C(=O)N1c1ccc(F)cc1 (stereo not drawn) | -2 | -1 | 124 | 124 | 8 | 0 | 0 | 0 | -3 | 3.0 | 110
Cc1c(-c2ccc(F)cc2)nc(N)c(C#N)c1-c1ccco1 | 0 | -3 | 103 | 103 | 3 | -2 | 0 | 0 | 0 | 0.4 | 101
OCC1(CCc2ccccc2)CCN(Cc2cc(Cl)ccc2O)CC1 | -1 | -2 | 104 | 103 | 0 | 3 | 0 | 0 | 2 | 0.1 | 100
CC(=O)NCCn1c(SCC(=O)NCCC2=CCCCC2)nc2ccccc2c1=O | -10 | -4 | 99 | 100 | 11 | 0 | -11 | 2 | -4 | 0.6 | 97
Cn1c(/C(C#N)=N/O)nc2ccccc21 | 3 | 0 | 100 | 100 | 1 | 1 | 3 | 0 | -1 | 0.3 | 101
FC(F)Sc1ccc(NC(=S)NC2CCCC2)cc1 | -3 | -3 | 105 | 102 | 1 | 0 | -1 | -3 | -13 | 0.2 | 108
O=C(Cn1cnc2ccccc2c1=O)Nc1ccc2c(c1)OCCO2 | 0 | 0 | 93 | 90 | 1 | -4 | -3 | 0 | -2 | 0.1 | 98
CCC(=O)Nc1c(S(=O)(=O)c2ccc(C)cc2)c2nc3ccccc3nc2n1C(C)c1ccccc1 (stereo not drawn) | 1 | -4 | 110 | 107 | -2 | -4 | -3 | -4 | -4 | 1.5 | 108
CC(=O)N(C)C(c1ccc(N(C)C)cc1)c1nnnn1-c1c(C)cccc1C (stereo not drawn) | -3 | -7 | 103 | 102 | 4 | -6 | -2 | -2 | -5 | 1.5 | 104
O=C(CN1C(=O)c2ccccc2C1=O)OC(C(=O)c1ccc(Cl)cc1)c1ccccc1 (stereo not drawn) | -6 | -6 | 102 | 103 | 5 | -4 | -7 | -2 | -6 | 1.8 | 100
CC(C)(C)C(=O)NC(=S)Nc1sc2c(c1C#N)CCCCC2 | -1 | -7 | 103 | 97 | -1 | -6 | -5 | -8 | -8 | -0.3 | 102
CC/C(=N\NC(=O)c1ccc(CN(C)S(=O)(=O)c2ccc(C)cc2)cc1)c1ccc(OC(F)F)cc1 | -1 | -4 | 96 | 99 | 0 | -1 | -3 | -3 | -6 | 0.1 | 100
N#CCCSCc1ccc(OCC(=O)O)cc1 | -13 | -3 | 100 | 99 | 0 | 1 | -6 | -5 | -5 | 0.0 | 103
CCc1ccc2[nH]c3nc(C)cc(C)c3c(=O)c2c1 | 2 | 0 | 104 | 104 | 11 | 0 | 2 | 0 | -1 | 0.9 | 105
O=C(Cc1cccs1)N/N=C/C=C/c1ccco1 | 7 | -6 | 96 | 95 | -4 | -3 | 1 | -1 | -6 | -1.4 | 99
CCOC(=O)Cc1nnc(NC(=O)COc2ccc(F)cc2)s1 | -14 | -10 | 98 | 102 | 6 | -1 | -12 | -1 | -10 | 0.8 | 102
CCCCCOCC1CC(C/C(C)=N/NC(N)=S)C(=O)O1 (stereo not drawn) | 0 | -4 | 104 | 109 | 10 | -7 | -5 | -4 | -15 | 0.3 | 112
